# Source: PubChem BioAssay
# TNAP inh no acc: TNAP (human) inhibition, acceptor-free conditions; P05186; purified TNAP, CDP-star luminescence, 30 min; inhibition, % at 20 µM; hit rate 0.26% among 200,000; AID 1012;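 active = tissue-nonspecific alkaline phosphatase inhibition above about 50% at 20 µM in the single-dose screen, limit read from the data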;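 also: 0% = DMSO negative control and 100% = EDTA positive control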
# Target sequence (P05186 whole entry, looked up): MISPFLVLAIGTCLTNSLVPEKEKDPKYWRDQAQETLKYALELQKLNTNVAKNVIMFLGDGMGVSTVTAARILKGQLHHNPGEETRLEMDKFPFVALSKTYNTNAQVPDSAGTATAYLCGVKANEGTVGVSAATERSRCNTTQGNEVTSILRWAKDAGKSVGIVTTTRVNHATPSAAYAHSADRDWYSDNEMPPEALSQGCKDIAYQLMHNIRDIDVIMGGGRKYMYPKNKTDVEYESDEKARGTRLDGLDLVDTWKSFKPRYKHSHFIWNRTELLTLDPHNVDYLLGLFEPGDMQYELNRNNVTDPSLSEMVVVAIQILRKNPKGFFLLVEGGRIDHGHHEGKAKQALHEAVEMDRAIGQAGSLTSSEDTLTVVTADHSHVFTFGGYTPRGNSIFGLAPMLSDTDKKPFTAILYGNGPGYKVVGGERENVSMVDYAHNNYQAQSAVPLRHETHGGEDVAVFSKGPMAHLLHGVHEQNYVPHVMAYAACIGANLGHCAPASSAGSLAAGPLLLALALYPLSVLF
# bIAP inhibitor: blocks bovine intestinal alkaline phosphatase activity; inhibition, % at 20 µM; 190,000 tested, under 10 active; purified bovine IAP, CDP-star luminescence, 30 min; AID 1019;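 active = over 50% inhibition of intestinal alkaline phosphatase at 20 µM in the single-dose screen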
#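 test system = bovine IAP enzyme | medium = DEA buffer 100 mM, pH 9.8, with MgCl2 1.0 mM, ZnCl2 0.02 mM | detection = luminescence | dosing = single compound dose of 20 µM, 2% DMSO final | incubation = 30 min reaction at room temperature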
# Diaph act CS: counter-screen for diaphorase-based assays: diaphorase activators and chemical reducers; activation factor at 20 µM; Diaphorase/resazurin coupled assay, resorufin fluorescence, 16 min; hits give high values; 1 = vehicle wells, 0 = NADH-free wells; hit rate 0.005% among 190,000;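 active = diaphorase activity raised at least twofold by the compound at 20 µM; inactive = activation factor below 2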
#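 Assay system: bacterial diaphorase enzyme (C. kluyveri) / Input: enzyme 0.07 U/mL final / Medium: 50 mM HEPES pH 7.4 with 4.542 mM MgCl2, 0.005% Tween 20 / Doses: single compound dose of 20 µM, 1% DMSO final / Incubation: 16 min enzyme reaction, ambient temperature / Signal: fluorescence, excitation 544 nm and emission 590 nm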
# Diaph inh CS: inhibits diaphorase or chemically oxidizes, flagging diaphorase assay artifacts; diaphorase resazurin-to-resorufin fluorescence, NADH, 16 min; bacterial (C. kluyveri) enzyme, not human; inhibition, % at 20 µM; hit rate 0.69% among 190,000; AID 1217;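 active = primary screen inhibition at 20 µM above a set limit, cut at about 50% in these data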;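 also: plate controls were DMSO with full reaction for no effect and wells lacking NADH for full effect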
#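 Benchmarks: positive control wells lacking NADH, neutral wells with DMSO only. System: bacterial diaphorase enzyme (C. kluyveri). Input: 0.14 U/mL diaphorase, enzyme working solution. Detection: resorufin fluorescence, excitation 544 nm, emission 590 nm. Times: 16-min room-temperature incubation before reading.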
# TNAP inh hiacc: inhibitors of human TNAP at high phosphate acceptor concentration. P05186. purified TNAP, CDP-star luminescence, 1 M DEA. inhibition, % at 20 µM. hit rate 0.03% among 200,000. AID 1135;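 active = over 50% inhibition of tissue-nonspecific alkaline phosphatase at 20 µM in the single-dose screen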;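 also: plate controls were DMSO wells for no effect and EDTA-quenched wells as full inhibition for full effect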
# TNAP act hiacc: TNAP (human) activation, high acceptor; 200,000 tested, under 10 active; AID 1136; P05186; purified TNAP, CDP-star luminescence, 1 M DEA, 30 min; hits give high values; 0 = EDTA background, 1 = DMSO-only activity; activation factor at 20 µM;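 active = activation factor at least 2 at 20 µM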
#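 Measured by: Luminescent substrate turnover signal | Test system: Human TNAP | Input: TNAP 1/800 final | Dosing: 20 µM single point | Schedule: 30 min, room temperature | Controls: EDTA wells as negative control, DMSO wells as positive control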
# PMI act: activators of human phosphomannose isomerase; purified human PMI, coupled resazurin fluorescence, 20 min; hits give high values; 1 = vehicle control, 0 substrate-free wells; activation factor at 20 µM; hit rate 0.005% among 190,000; AID 1214;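 active = activation factor of 2 or more at 20 µM, relative to plate controls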
# Target sequence (P34949 whole entry, looked up): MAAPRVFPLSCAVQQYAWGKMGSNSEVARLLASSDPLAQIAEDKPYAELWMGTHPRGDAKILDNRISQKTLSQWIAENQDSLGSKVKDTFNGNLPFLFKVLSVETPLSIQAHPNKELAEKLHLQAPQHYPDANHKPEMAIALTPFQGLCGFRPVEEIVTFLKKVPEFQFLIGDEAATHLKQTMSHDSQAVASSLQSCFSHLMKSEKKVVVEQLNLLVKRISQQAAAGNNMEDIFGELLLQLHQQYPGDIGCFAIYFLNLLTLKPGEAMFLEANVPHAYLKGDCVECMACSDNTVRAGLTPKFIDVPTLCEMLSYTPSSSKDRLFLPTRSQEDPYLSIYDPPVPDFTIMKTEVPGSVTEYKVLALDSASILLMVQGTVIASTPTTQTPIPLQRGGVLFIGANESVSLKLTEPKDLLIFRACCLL
# bIAP activator: increases bovine intestinal alkaline phosphatase activity | AID 1016 | activation factor at 20 µM | purified bovine IAP, CDP-star luminescence, 30 min; hits give high values; fold of DMSO-control signal, blank-subtracted | hit rate 0.17% among 200,000;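 active = activation factor of 2 or more at 20 µM, a signal rise over negative controls twice the positive control's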
# PMI act satM6P: increases human PMI activity with near-saturating mannose 6-phosphate; P34949; coupled PMI enzyme assay, resazurin fluorescence, 20 min; hits give high values; 1 = untreated enzyme, 0 = substrate-free blank; activation factor at 20 µM; hit rate 0.34% among 190,000; AID 1216;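 active = activation factor of 2 or more at 20 µM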
#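 Test system: human phosphomannose isomerase with PGI, G6PDH, diaphorase coupling enzymes / Doses: 20 µM compound, 1% DMSO / Times: enzyme reaction with compound 20 min at room temperature / Measured by: Diaphorase-driven resazurin-to-resorufin fluorescence, excitation 544, emission 590 nm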
# L major viab: inhibitors of Leishmania major promastigote growth; Leishmania major promastigotes, resazurin fluorescence viability; inhibition, % at 10 µM; hit rate 9% among 200,000; in the data active = inhibition above about 50%;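 also: promastigotes grown with compound for 44 hours at 28 °C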
# Active calls of the source: *; x = no result given.
# The first three entries, ahead of the listing:
compound	TNAP inh no acc	bIAP inhibitor	Diaph act CS	Diaph inh CS	TNAP inh hiacc	TNAP act hiacc	PMI act	bIAP activator	PMI act satM6P	L major viab
COc1ccc(OCc2n[nH]c(=S)o2)cc1	-6.8	3.2	0.9	14.9	-4.5	1	0.9	1	1	-0.7
Cc1cc(O)cc(O)c1C(=O)Cc1cnn(-c2ccccc2)c1	3.8	8.0	0.8	19.6	3.1	1	0.9	0.9	1	-10.4
CN(C)S(=O)(=O)c1ccc(NC(=O)CCNC(=O)c2ccc([N+](=O)[O-])cc2)cc1	-6.7	-17.1	1.1	-7.1	-3.3	1	1	1.2	1	2.3

# The list itself, repeating the preview:
compound	TNAP inh no acc	bIAP inhibitor	Diaph act CS	Diaph inh CS	TNAP inh hiacc	TNAP act hiacc	PMI act	bIAP activator	PMI act satM6P	L major viab
COc1ccc(OCc2n[nH]c(=S)o2)cc1	-6.8	3.2	0.9	14.9	-4.5	1	0.9	1	1	-0.7
Cc1cc(O)cc(O)c1C(=O)Cc1cnn(-c2ccccc2)c1	3.8	8.0	0.8	19.6	3.1	1	0.9	0.9	1	-10.4
CN(C)S(=O)(=O)c1ccc(NC(=O)CCNC(=O)c2ccc([N+](=O)[O-])cc2)cc1	-6.7	-17.1	1.1	-7.1	-3.3	1	1	1.2	1	2.3
Cc1ccc(NC(=O)COC(=O)Cn2cnc3ccccc32)c([N+](=O)[O-])c1	-7.8	-9.8	0.9	6.7	-6.2	1.1	1	1.1	1	6.5
CCCCC(=O)Nc1cccc(NC(=S)NC(=O)C(C)C)c1	-8.9	11.1	1	4.1	2.2	1	1	0.9	1.1	0.6
Cc1cc(Cl)ccc1NC(=S)NCc1ccc(S(N)(=O)=O)cc1	-0.3	2.2	0.8	17.5	-1.7	1	0.9	1	1	14.7
CCc1nnc(NS(=O)(=O)c2ccc(N/C=C\C(=O)c3ccc(F)cc3)cc2)s1	-1.3	-14.2	1	1.1	-3.6	1	1	1.1	1	-7.9
CCC(C)C(=O)Nc1ccc(OC)cc1[N+](=O)[O-] (centres undefined)	-14.8	38.2	0.9	9.0	-2.1	1	0.8	0.6	1	53.4*
CCOC(=O)C1CCN(c2c(NCCCN(C)C3CCCCC3)c(=O)c2=O)CC1	-8.9	4.3	0.9	12.7	-5.2	1.1	1	1	1	-6.7
CC(C)OC(=O)c1ccc(NC(=O)Cn2c(-c3nonc3N)nc3ccccc32)cc1	-6.1	10.4	1	2.3	-1.1	1	1.1	0.9	1.1	50.6*

# Reformatted with values under each structure: 5 of the compounds above.
# Screens in order – TNAP inh no acc	bIAP inhibitor	Diaph act CS	Diaph inh CS	TNAP inh hiacc	TNAP act hiacc	PMI act	bIAP activator	PMI act satM6P	L major viab
Cc1ccc(NC(=O)COC(=O)Cn2cnc3ccccc32)c([N+](=O)[O-])c1
    -7.8	-9.8	0.9	6.7	-6.2	1.1	1	1.1	1	6.5
CCCCC(=O)Nc1cccc(NC(=S)NC(=O)C(C)C)c1
    -8.9	11.1	1	4.1	2.2	1	1	0.9	1.1	0.6
Cc1cc(Cl)ccc1NC(=S)NCc1ccc(S(N)(=O)=O)cc1
    -0.3	2.2	0.8	17.5	-1.7	1	0.9	1	1	14.7
CCc1nnc(NS(=O)(=O)c2ccc(N/C=C\C(=O)c3ccc(F)cc3)cc2)s1
    -1.3	-14.2	1	1.1	-3.6	1	1	1.1	1	-7.9
CCC(C)C(=O)Nc1ccc(OC)cc1[N+](=O)[O-] (centres undefined)
    -14.8	38.2	0.9	9.0	-2.1	1	0.8	0.6	1	53.4*

# Continued.
compound	TNAP inh no acc	bIAP inhibitor	Diaph act CS	Diaph inh CS	TNAP inh hiacc	TNAP act hiacc	PMI act	bIAP activator	PMI act satM6P	L major viab
COc1ccc(N(CC(O)Cn2c(C)nc3ccccc32)S(=O)(=O)c2ccccc2)cc1 (centres undefined)	1.4	6.1	1	1.7	-5.6	1.1	0.9	0.9	1.1	6.7
COC(=O)Nc1ccc(C)c(NC(=O)OC)c1	4.4	-7.2	1	-2.9	-3.1	1	1.1	1.1	1	0.1
COC(=O)c1sc2[nH]c(=S)n(N)c(=O)c2c1C	-15.2	-20.3	0.7	34.5	-5.2	1.1	1.6	1.2	2*	-7.2
COc1ccc(C(C)NC(=O)C2C(=O)NC3(C)CC2c2ccccc2O3)cc1 (centres undefined)	-8.2	-9.2	0.8	17.7	0.0	1	0.9	1.1	0.9	4.9
CCOC(=O)CC(C(=O)OCC)P(=O)(c1ccccc1)c1ccccc1 (centres undefined)	-9.2	-2.1	0.9	11.9	-3.8	1	1	1	1	-6.9
Cc1ccccc1C1CC(c2ccccc2OC(F)F)Nc2ncnn21 (centres undefined)	-2.8	3.1	0.9	13.0	-0.2	1	0.9	1	0.9	-0.4
O=C(c1ccc(F)cc1)C1CCN(C(=S)Nc2ccccc2Cl)CC1	-11.3	18.6	0.9	10.4	-0.5	1	0.9	0.8	0.9	7.0
CCOC(=O)c1cn(CC(=O)Nc2ccc(OC)cc2OC)nn1	-7.2	-7.6	1	2.4	-2.0	1	1	1.1	0.9	0.6
COc1ccccc1-c1nc2n(n1)C(c1ccc(Cl)cc1)C(C(N)=O)=C(C)N2 (centres undefined)	-3.6	4.8	1	0.1	-1.9	1	1.1	1	1.1	-4.3
Cc1cccc(CCNC(=O)C2CCCN(S(=O)(=O)c3cccc4nsnc34)C2)c1 (centres undefined)	3.4	-5.0	1	3.3	-1.0	1	0.9	1.1	0.9	0.7
Cc1ccnc(Nc2nc3ccccc3o2)n1	-43.5	-21.3	0.7	25.3	2.1	1	0.8	1.2	0.9	-9.0
Cc1ccc(SC(=O)COc2ccc(C)c(C)c2)cc1	-8.1	6.6	0.8	18.6	-1.1	1	0.8	0.9	0.9	-10.5
C=CC[N+]1(CC#CCOC(c2ccccc2)c2ccccc2)CCOCC1	-12.6	-12.5	1.1	-9.1	-7.4	1.1	1	1.1	1.1	-3.7
COc1ccccc1OCCOc1ccc(/C=N/n2cnnc2)cc1	-5.0	9.3	0.9	12.4	1.8	1	0.8	0.9	0.9	-3.6
O=[N+]([O-])c1ccc(CNC2CCCc3ccccc32)cc1 (centres undefined)	-4.7	8.8	0.9	6.7	-1.7	1	1.1	0.9	1.1	82.7*
COc1ccc2c(c1)cc1n2CCN=C1N	-0.4	15.3	0.9	13.3	-3.3	1	0.9	0.8	0.8	10.8
CSc1ccc(C(=O)C2CCCN(C(=O)c3cccc(N4CCOCC4)c3)C2)cc1 (centres undefined)	-9.0	-5.2	0.8	18.8	-5.1	1.1	0.9	1.1	0.8	-0.7
O=c1c2c3c(sc2n(CCN2CCOCC2)c(=O)n1Cc1ccco1)CCCCC3	-5.6	-2.7	0.9	11.3	-4.2	1	0.9	1	0.9	24.1
Cc1ccc2c(Cl)c(C(=O)Nc3ccc4c(c3)OCO4)sc2c1	-15.6	1.7	0.9	7.6	-2.2	1	1.1	1	1	-3.3
CC(C)CCN1C(=O)CCC1(C)C(=O)NC1CCCCCC1 (centres undefined)	-3.7	0.4	0.9	11.6	-0.8	1	1	1	1	1.1
Cc1ccc(S(=O)(=O)NC2(C(F)(F)F)C(=O)Nc3c2c(=O)[nH]c(=O)n3-c2ccccc2)cc1 (centres undefined)	-13.5	5.9	0.9	5.1	-3.0	1	1	0.9	1	72.4*
COc1ccc(OCC(=O)O/N=C(\N)c2ccc(OC)c(OC)c2)cc1	14.0	1.8	1	0.0	6.1	0.9	1	1	1.1	31.9
Cc1ccc(C2CC(=O)NC(SCc3ccccc3)=C2C#N)o1 (centres undefined)	-8.4	21.4	0.9	11.1	-4.4	1	0.9	0.8	0.8	18.2
CCNc1nc(SC(C)C(=O)Nc2ccccc2)nc(N2CCOCC2)n1 (centres undefined)	-11.0	19.7	1.1	-7.0	-4.4	1	1	0.8	1.1	8.2
COc1cc2c(cc1Cl)/C(=C\CCN(C)C)c1ccccc1S2	-5.7	13.2	0.9	6.5	-2.9	1	1	0.9	1	100.2*
CC1(C)CC(=O)c2sc(NS(=O)(=O)c3ccc(Br)cc3)nc2C1	-7.4	-18.1	1	1.6	-2.2	1	1.2	1.2	1.1	-5.6
CCc1cc(CC)c(/C=N/NC(N)=O)c(CC)c1/C=N/NC(N)=O	-14.4	4.3	0.9	12.1	-6.0	1.1	1	1	1	4.9
CCn1c(/C=C/N(C(C)=O)c2ccccc2)[n+](CCCS(=O)(=O)[O-])c2cc(Cl)c(Cl)cc21	-12.8	6.8	x	x	-2.7	1	x	0.9	x	-0.1
COc1ccccc1NC(=O)CSc1nnc(Cn2cnc3ccccc32)o1	-4.4	-1.2	x	x	1.5	1	x	1	x	-0.5
OCCC1CN(Cc2ccon2)CCN1CCc1ccccc1 (centres undefined)	-4.7	6.9	0.9	10.6	-2.1	1	0.9	0.9	0.9	-2.8
CCOC(=O)N1CCN(C(=O)C2CCCN(S(=O)(=O)c3ccc(C)cc3)C2)CC1 (centres undefined)	-4.0	-2.3	0.9	5.4	1.7	1	1	1	1	-1.2
Cc1ccc(CCN2CC(C(=O)NCCN3CCOCC3)CC2=O)cc1 (centres undefined)	-0.8	5.2	1	-1.8	1.5	1	1	0.9	1.1	-4.7
CCN(CC)c1ccc(N2C(=O)c3ccccc3C2=O)cc1	-9.1	11.4	0.9	9.5	-3.4	1	0.9	0.9	1	-9.2
CCCSc1nc(NCc2ccco2)c2c3c(sc2n1)COC(C)(C)C3	-8.5	-1.1	0.8	22.1	-1.4	1	0.9	1	0.9	19.0
CC(=O)Oc1ccc(C2OC(=O)c3ccccc3N2C(C)=O)cc1 (centres undefined)	-11.9	4.4	0.9	10.5	-3.5	1	1	1	1.1	14.5
Cc1nnc(SCC(=O)NC(=O)NCc2ccco2)n1Cc1ccccc1	-12.7	-0.5	0.9	12.5	-2.9	1	1.4	1	1.6	-4.8
Cc1cccc(N(CC(N)=O)C2SC(=O)NC2=O)c1 (centres undefined)	-3.3	5.4	0.9	8.7	0.1	1	0.9	0.9	0.9	-6.6
